# Bioassay records as filed in PubChem.
# FXIIa inh – human FXIIa protease inhibitors, primary screen, biochemical, single well; inhibition, % at 10 µM; AID 701, 2007; purified human FXIIa, AMC substrate fluorescence, 2 h; Coagulation factor XII (Homo sapiens), P00748; 33,000 tested, 0.2% active; in the data active means inhibition above about 30%;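 further: 0% = enzyme with vehicle only and 100% = no enzyme blank; many of its hits are not listed in these tables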
# FXIa inh – human FXIa protease inhibitors, primary screen, biochemical, single compound per well | purified human FXIa, fluorogenic AMC substrate cleavage | inhibition, % at 10 µM | 33,000 tested, 0.3% active | AID 687, 2007;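 active means inhibition above 40% in the primary screen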;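 further: 0% = enzyme without compound and 100% = blank wells lacking enzyme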
# Target sequence (P03951 19-387 limits assumed): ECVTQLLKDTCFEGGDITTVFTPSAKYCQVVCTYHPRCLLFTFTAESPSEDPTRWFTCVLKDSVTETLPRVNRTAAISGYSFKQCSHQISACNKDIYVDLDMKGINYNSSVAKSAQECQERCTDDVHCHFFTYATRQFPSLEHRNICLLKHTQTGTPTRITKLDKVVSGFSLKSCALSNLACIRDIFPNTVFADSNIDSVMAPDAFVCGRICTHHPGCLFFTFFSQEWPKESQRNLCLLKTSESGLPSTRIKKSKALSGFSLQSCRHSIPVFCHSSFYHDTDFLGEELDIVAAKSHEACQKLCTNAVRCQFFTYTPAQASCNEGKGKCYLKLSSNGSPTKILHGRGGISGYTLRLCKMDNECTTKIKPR
# Target sequence (P03951 388-625 limits assumed): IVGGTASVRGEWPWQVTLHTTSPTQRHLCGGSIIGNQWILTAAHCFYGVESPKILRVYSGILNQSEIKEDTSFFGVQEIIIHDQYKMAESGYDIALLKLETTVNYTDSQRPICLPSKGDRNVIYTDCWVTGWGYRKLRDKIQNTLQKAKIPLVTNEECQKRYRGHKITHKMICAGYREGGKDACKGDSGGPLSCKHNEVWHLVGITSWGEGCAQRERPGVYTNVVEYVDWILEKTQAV
# * marks the source's active call; other numbers are inactive results.
item | Molecule | FXIIa inh | FXIa inh
1 | CCOC(=O)C1=C(N)Oc2c(oc(CO)cc2=O)C1c1ccc(F)cc1 (stereo not given) | -13 | -1
2 | NC(=O)C1CCN(C2CC(=O)N(Cc3ccc(N4CCCC4=O)cc3)C2=O)CC1 (stereo not given) | -17 | 21
3 | COC(=O)c1ccc(NC(=O)CSc2nc3ccccc3c(=O)[nH]2)cc1 | 11 | -1
4 | CCOC(=O)c1c(NC(=O)CCC(=O)N2CCOCC2)sc2c1CC(C)(C)OC2 | 6 | 2
5 | c1ccc2nc3[nH]cnc3nc2c1 | 7 | -3
6 | CS(=O)(=O)N(CC(=O)N1CCN(c2ccccc2F)CC1)C1CCCCC1 | 5 | -8
7 | O=C(NC1CCCc2ccccc21)C1CCN(S(=O)(=O)c2cccc3nonc23)CC1 (stereo not given) | 3 | 2
8 | COCC(C)n1c(SCc2nc(N)nc(Nc3ccccc3C)n2)nc2ccccc2c1=O (stereo not given) | 8 | 1
9 | CCCOc1ccc(C(CC(=O)O)NC(=O)c2cccs2)cc1 (stereo not given) | -2 | -8
10 | Cc1ccc(S(=O)(=O)N2CCOCC2)c2nsnc12 | 9 | 4
11 | CCOC(=O)N1CCN(CC(O)COCc2ccccc2)CC1 (stereo not given) | 5 | 9
12 | Cc1cnc(C(=O)Nc2ccccc2F)cn1 | 4 | -6
13 | CCN(CC)C(=O)CN(c1ccc(F)c(Cl)c1)S(C)(=O)=O | 2 | -1
14 | CC1CCCC/C1=N/Nc1ccc([N+](=O)[O-])cc1[N+](=O)[O-] (stereo not given) | -6 | 19
15 | CCCc1[nH]n(-c2nc3ccccc3s2)c(=O)c1C=NCC(C)C | 6 | -9
16 | O=C(NC1CCCCC1)N(Cc1cc2cc3c(cc2[nH]c1=O)OCCO3)C1CCCCC1 | 12 | 4
17 | CCC(C)(C)n1nnnc1C(c1ccncc1)N1CCC(Cc2ccccc2)CC1 (stereo not given) | -15 | 14
18 | O=S(=O)(NCC1CCN(S(=O)(=O)c2ccccc2)CC1)c1ccccc1 | -2 | -3
19 | CO/N=C/C(=N\Nc1ccc(C)cc1)C(=O)c1ccc(OC)cc1 | 13 | -2
20 | CCN(CC)S(=O)(=O)c1cccc(-c2nnc(SCc3nc4ccccc4s3)o2)c1 | 9 | -6
21 | CCOc1ccc(C(=O)N2CCCC2C(=O)O)cc1 (stereo not given) | 22 | 0
22 | CCOc1ccc2nc(NC(=O)Nc3ccccc3)sc2c1 | -11 | 28
23 | O=C(Nc1cccc(C(=O)N2CCCC2)c1)c1ccccc1Cl | -12 | 18
24 | CSc1nc2nc3c(cn2n1)C(=O)CC(c1ccccc1)C3 (stereo not given) | -14 | 21
25 | Cc1ccc(NC(=O)Cn2nc(C(F)(F)F)c3c2CCC3)cc1 | 4 | 7
26 | C#CCSc1nccc(-c2nn(-c3ccc(C)cc3)ccc2=O)n1 | 4 | 12
27 | Cc1nc2ccccc2c(=O)n1NC(=O)Nc1ccccc1 | 9 | 6
28 | Cn1nc(-c2ccccc2)c(-c2nc(-c3ccc(Cl)cc3)no2)c1Cl | -8 | 19
29 | CN(CC(=O)NCC1CCCO1)S(=O)(=O)c1cc(Cl)ccc1Cl (stereo not given) | -9 | -6
30 | CC(C)c1cc(NCC2CCCO2)n2c(nc3ccccc32)c1C#N (stereo not given) | -24 | -10
31 | Cc1ccc(CC2CC(=O)N(CCc3ccc4c(c3)OCO4)C2=O)cc1 (stereo not given) | 5 | -3
32 | CCSc1ncc(C#N)c(N)n1 | -4 | 18
33 | Cc1ccccc1CSc1nnc(C)n1N | 1 | 5
34 | COCCn1c(SCc2nc3ccccc3c(=O)[nH]2)nnc1-c1ccncc1 | 3 | -13
35 | C=CCNc1nc(-c2sc(NC(C)=O)nc2C)cs1 | 8 | -2
36 | Cc1nn(-c2ccccc2)c2[nH]c(=O)c(CNc3ccc(N4CCOCC4)cc3)cc12 | 12 | -2
37 | NC(=O)C1CCN(C(=O)CSc2ccccn2)CC1 | 1 | -2
38 | COc1ccc(OCC(=O)N/N=C2\CCc3ccccc32)cc1 | -10 | 21
39 | Cc1cccc(OCC(=O)Nc2ccc(S(=O)(=O)N3CCN(C)CC3)cc2)c1 | -1 | -2
40 | CN(C)CCCN1c2ccccc2Sc2ccc(C(F)(F)F)cc21 | -9 | -10
41 | O=C(Nc1cc(C(F)(F)F)ccc1-n1cncn1)c1ccc(Cl)cc1 | 4 | -10
42 | CCOc1ccc(CCNC(=O)C2CCN(c3nnc(-n4cccc4)s3)CC2)cc1 | -12 | -13
43 | CN1/C(=C\C=C2\N=C(c3ccc(F)cc3)OC2=O)C(C)(C)c2ccccc21 | 9 | 3
44 | CCOC(=O)C1C(=O)NC(SCC(N)=O)=C(C#N)C1c1ccccc1OCC (stereo not given) | 6 | 2
45 | Cc1nnc(SCC(=O)Nc2ccc(Cl)cn2)[nH]c1=O | -1 | -1
46 | CNC(=O)C12CCC(C)(c3nc4cc(C)c(C)cc4nc31)C2(C)C (stereo not given) | 1 | 7
47 | Nc1nc2ccc(OC(F)(F)F)cc2s1 | 6 | 7
48 | Nc1c(C(=O)N2CCCCC2)sc(=S)n1-c1ccccc1 | 6 | 3
49 | CCN(CC)CCNC(=O)c1c(C)n(-c2ccccc2)c2cc(Br)c(OC)cc12 | 8 | 4
50 | O=C(O)CSCC(=O)Nc1ccc(C(=O)O)cc1 | 4 | 1
51 | CC(/C=C/c1ccco1)=N\NC(=O)c1cccnc1 | 9 | 0
52 | CCC1CCCCN1C(=O)C1CC(c2cc(Cl)c(OC)cc2OC)=NO1 (stereo not given) | -1 | -1
53 | CCOC(=O)/C=C/C(=O)OCC(=O)Nc1ccc(Cl)cn1 | -18 | 24
54 | CCOC(=O)c1cc2sc(C)cc2n1CC(=O)N1CCOCC1 | 4 | 1
55 | Cc1ccc(O)c(NC(=O)COc2cc(C)ccc2C)c1 | 5 | -2
56 | Cc1nc(N)sc1-c1nnc(SCC(=O)Nc2ccccc2C(F)(F)F)n1C | 3 | 12
57 | O=C(NCC(c1cccnc1)N1CCN(c2ccccc2F)CC1)C1CCCCC1 (stereo not given) | 2 | -1
58 | Cc1ccc(C(=O)Nc2nc(=O)n(C(=O)c3ccccc3Cl)s2)cc1 | -3 | 2
59 | Cn1nnc2cc(C(=O)NCCC3=CCCCC3)ccc21 | 3 | -3
60 | CC(=O)NC1=NN(C(C)=O)C(c2cccs2)S1 (stereo not given) | 7 | 1

# Going on with the list.
item | Molecule | FXIIa inh | FXIa inh
61 | CCCNC(=O)c1c[nH]c2ccc(S(=O)(=O)N(C)c3ccc(OCC)cc3)cc2c1=O | 4 | -3
62 | COc1ccccc1N/C(N)=N/c1nc(CSc2ccc(C)cc2)cc(=O)[nH]1 | 4 | -3
63 | COc1ccc(OCCCC(=O)NC(C)c2ccccc2)cc1 (stereo not given) | 12 | 2
64 | CCCC(=O)Nc1ccc2c(c1)C(=O)NC2=O | 2 | 7
65 | Cc1ccc(N2C(=O)CC(C3CCCO3)C2=O)cc1 (stereo not given) | 3 | 10
66 | COc1ccc(NC2C=CS(=O)(=O)C2)cc1 (stereo not given) | 5 | 10
67 | Clc1ccc(Nc2nc3ccccc3n3nnnc23)cc1 | -1 | -3
68 | CCn1c(SC(C)C(=O)NC2CCCc3ccccc32)nnc1-c1cccs1 (stereo not given) | 4 | -12
69 | N=c1sccn1CC(=O)Nc1cccc2ccccc12 | 4 | -11
70 | CCc1ccc(NC(=O)CSC2=C(C#N)C(c3ccc4c(c3)OCO4)CC(=O)N2)cc1 (stereo not given) | 2 | -2
71 | CCOc1cc(S(=O)(=O)NC2CC2)c(OCC)cc1-n1cnnn1 | -1 | 9
72 | O=C(O)/C(=C1\OC(=O)c2ccccc21)c1ccccc1 | 8 | 3
73 | N=c1c(C(=O)NCc2ccccc2)cc2c(=O)n3ccccc3nc2n1Cc1ccco1 | -3 | 2
74 | Cn1c2ccccc2c2c(C(=O)N3CCN(c4ccc(F)cc4)CC3)cn(C3CCCC3)c(=O)c21 | 2 | 2
75 | CCOC(=O)Cc1nnc(NC(=O)c2ncn[nH]2)s1 | 4 | -2
76 | C=CCOC(=O)COc1ccc2c(C)c(C)c(=O)oc2c1 | 2 | -3
77 | O=C(Nc1ccc2c(c1)OCO2)C1CC(c2ccccc2Cl)=NO1 (stereo not given) | 2 | -4
78 | COc1ccc(C2=NCN(c3ccc(C)cc3)C(=S)N2)cc1 | -11 | 15
79 | CCCOC(=O)/C(C)=N\NC(=O)c1ccco1 | 7 | 3
80 | CCc1ccc(C(=O)COC(=O)c2cccs2)cc1 | 3 | 14
81 | C/C(=N\NC(=O)c1c[nH]c2ccccc12)c1ccc(C)o1 | 7 | -5
82 | Cc1nnsc1NC(=O)OCCCl | 7 | 5
83 | COc1cc(CN2CCC(C(=O)N3CCC(C)CC3)CC2)cc(Br)c1O | 6 | -6
84 | COc1ccc2c3c(cccc13)NN=C2C | 7 | 11
85 | CCCC(=O)Nc1c(-c2cccs2)c(=O)c2ccccc2n1C | -13 | 21
86 | CCNC(=O)NC(=O)C(C)Sc1nc2cc(C(=O)OC)ccc2c(=O)n1-c1ccccc1 (stereo not given) | 7 | 8
87 | COc1cccc(N2CC(C(=O)Oc3ccc4ccccc4c3)CC2=O)c1 (stereo not given) | 10 | 1
88 | Cc1ccnc(N2CCN(c3c4c(c(C#N)c5nc6ccccc6n35)CCC4)CC2)c1 | 3 | -3
89 | CCOC(=O)C(CCCOc1ccccc1)C(=O)OCC | 2 | -8
90 | O=C(Oc1ccc2ccccc2c1)c1ccccc1 | -17 | 24
91 | Cc1ccc(S(=O)(=O)C(C#N)c2nc3ccccc3nc2N2CCN(C)CC2)cc1C (stereo not given) | 6 | 0
92 | COc1ccc(N2C(=O)CC(NCc3ccc(F)cc3)C2=O)cc1 (stereo not given) | -15 | 7
93 | O=C(CNC(=O)c1ccco1)NCC(=O)OCc1cccc(Cl)c1 | 6 | 1
94 | Cc1cc(C(=O)Nc2sc3c(c2C#N)CCC(C)C3)no1 (stereo not given) | -12 | -1
95 | NS(=O)(=O)c1ccc(NC(=O)CSc2ccc3ccccc3n2)cc1 | -2 | 2
96 | O=C(O)CCn1c(SCc2cccc3ccccc23)nc2ccccc21 | 6 | -6
97 | CN(C(=O)CSc1nnc(-c2ccncc2)n1C)C1CCS(=O)(=O)C1 (stereo not given) | 7 | -2
98 | Nc1ccc(Nc2ccncc2[N+](=O)[O-])cc1 | 2 | -3
99 | CN(CC(=O)NCc1ccc(Cl)cc1)S(=O)(=O)c1cccc2cccnc12 | 3 | 5
100 | Cc1noc(C)c1CSCC(=O)N1CCN(c2ccc([N+](=O)[O-])cc2)CC1 | 1 | -4
101 | Cn1c(CNc2cccc(Cl)c2)nnc1SCC(=O)OC1CCCCC1 | 4 | 5
102 | COCCCNC(=O)c1ccc2c(=O)n(Cc3ccc4c(c3)OCO4)c(=S)[nH]c2c1 | -10 | -13
103 | Nc1nc(-c2ccc(F)cc2)cc(C(F)(F)F)n1 | -2 | -2
104 | CCc1cc(C(=O)O)c(NC(=O)C(c2ccccc2)c2ccccc2)s1 | 6 | 0
105 | c1ccc(-c2ccc(-c3nc(-c4ccccn4)no3)cc2)cc1 | 1 | 2
106 | Cc1ccc(NC(=O)C2CCCNC2=O)nc1 (stereo not given) | 6 | 4
107 | O=C(NCCCO)NC12CC3CC(CC(C3)C1)C2 | 3 | -8
108 | CCn1ccc2cc(OC)ccc2c1=S | 5 | 23
109 | CCCCc1c(C)c2cc(C)ccc2[nH]c1=O | -12 | 31
110 | CCCn1nnc(NC(=O)c2ccc(Br)cc2)n1 | 9 | 2
111 | COc1ccc(N2CC(C(=O)OCC(=O)c3ccccc3)CC2=O)cc1 (stereo not given) | 10 | 0
112 | COC(=O)/C(=C(/F)Sc1cc(C)c(O)c(C)c1)C(F)(F)F | 12 | -8
113 | CCOc1ccc(NS(=O)(=O)c2cc(OC)ccc2OC)cc1 | -1 | -4
114 | CCOc1cc(/C=C2\C(=O)N(c3nc(-c4ccc(Br)cc4)cs3)N=C2c2ccccc2)ccc1O | 9 | 5
115 | CCC1(C)Cc2ccccc2-c2c1c(=O)n(-c1ccc(C)cc1)c1nnnn21 (stereo not given) | 5 | -3
116 | COc1ccc(CC(=O)N2CCCC(C)C2)cc1 (stereo not given) | 2 | 4
117 | O=C(CSc1nccc(=O)[nH]1)c1ccccc1Br | 5 | -11
118 | CCc1nnc(NC(=O)CSc2nccn2-c2cccc(C)c2C)s1 | 4 | -3
119 | Cc1sc(-c2ccncc2)nc1OC(=O)c1cc(Cl)cc(Cl)c1 | 13 | 0
120 | COC(=O)Cc1c(C)c2ccc(OCc3nn[nH]n3)cc2oc1=O | -17 | 23
121 | CCN1CCN(c2cc(C(C)(C)C)nc3c(-c4ccccc4)c(C)nn23)CC1 | -13 | 30

# Some of the compounds tested; the hit share may differ from the screen's.
